APP 5'UTR act – activates APP 5'UTR luciferase reporter | SH-SY5Y APP 5'UTR luciferase reporter, luminescence; zero percent = DMSO vehicle wells | activation, % at 2 µM | 1% of 190,000 active | AID 1276;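 active means activation above a set limit, based on mean plus 3 SD of controls, cut at about 140% in these data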; further: values of inactives mirror those of a sister screen read the other way
TLR4 MyD88 comp – TLR4-MyD88 interaction inhibition in cells. O00206+Q99836. HeLa CL3-4 TLR4/MyD88 BLA complementation, FRET ratio. inhibition, % at 8.4 µM. 0.18% of 200,000 active. AID 861; in the data active means inhibition above about 25%;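 further: 0% = vehicle and 100% = reference inhibitor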
STAT1 activator – increases IFN-gamma driven STAT1 reporter signal; NIH 3T3 STAT1-luciferase reporter, luminescence; 100% = IFN-gamma alone, no compound; activation (% of control), % at 5.5 µM; 2.6% of 200,000 active;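 active means activation above the screen-wide mean activation plus 3 SD, cut at about 130% in these data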;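 further: raw ratio to IFN-gamma control signal so 100% means no change and 0% no light; values of inactives mirror those of a sister screen read the other way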
APP transl inh – APP translation inhibition. SH-SY5Y APP 5'UTR-luciferase reporter, luminescence. inhibition, % at 2 µM. 0.82% of 190,000 active. AID 1285;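 active means inhibition above a set limit, derived from the sample mean plus 3 SD, cut at about 45% in these data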; further: values of inactives mirror those of a sister screen read the other way
FLuc stim CS – firefly luciferase counter-screen for stimulation assays. P08659. ATPlite luciferase biochemical, luminescence, 10 min; 0 = ATP-free wells, 1 = DMSO control. activation factor at 10 µM. 200,000 tested, under 10 active;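 active means luciferase activation factor, scaled between plate controls, of at least 2 with compound at 10 µM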
Target sequence (P08659 whole entry, looked up): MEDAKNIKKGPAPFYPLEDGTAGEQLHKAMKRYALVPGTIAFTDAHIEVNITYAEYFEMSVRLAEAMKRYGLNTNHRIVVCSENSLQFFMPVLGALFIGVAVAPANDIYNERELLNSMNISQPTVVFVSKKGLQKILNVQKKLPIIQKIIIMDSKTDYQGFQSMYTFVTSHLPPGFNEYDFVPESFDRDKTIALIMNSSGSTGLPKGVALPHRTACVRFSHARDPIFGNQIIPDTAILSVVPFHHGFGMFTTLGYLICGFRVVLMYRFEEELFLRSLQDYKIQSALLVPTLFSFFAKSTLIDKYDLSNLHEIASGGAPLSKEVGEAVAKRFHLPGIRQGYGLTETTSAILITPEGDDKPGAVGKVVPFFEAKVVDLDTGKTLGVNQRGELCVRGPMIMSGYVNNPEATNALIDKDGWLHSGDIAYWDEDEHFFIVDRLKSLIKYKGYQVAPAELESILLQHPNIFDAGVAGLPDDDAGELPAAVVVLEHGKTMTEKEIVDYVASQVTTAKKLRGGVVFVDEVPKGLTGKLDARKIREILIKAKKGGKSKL
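System: luciferase plus luciferin reagent, cell-free; medium: PBS as buffer for the ATP substrate; dosing: test compounds dosed from 2 mM stocks in 100% DMSO; timing: 10 min post-reagent at room temperature; measured by: luminescence measurement of luciferase light output; evaluation: luciferase activation, seen as luminescence increase over controls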
Diaph act CS – counter-screen for diaphorase-based assays: diaphorase activators and chemical reducers; Diaphorase/resazurin coupled assay, resorufin fluorescence, 16 min; stronger effect = higher value; 1 = vehicle wells, 0 = NADH-free wells; activation factor at 20 µM; 0.005% of 190,000 active; AID 1229;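 active means diaphorase activity raised at least twofold by the compound at 20 µM; inactive means activation factor below 2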
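System – purified diaphorase enzyme from Clostridium kluyveri · Input – enzyme 0.07 U/mL final · Also added – final NADH 0.114 mM, resazurin 0.1 mM · Measured by – fluorescence of resorufin, 544 nm excitation, 590 nm emission · Timing – 16 min enzyme reaction, ambient temperature · Measure – resorufin increase flagging diaphorase activators or reducers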
NF-kB neuron act – compounds increasing NF-kB expression in human neuronal cells; NF-kB reporter expression; stronger effect = higher value; fold change at 12.5 µM; 1.6% of 190,000 active; AID 1239; in the data active means fold change above about 3.3
FLuc inhib CS – counter-screen for luciferase assay inhibitors: firefly luciferase inhibition; ATPLite firefly luciferase biochemical luminescence, 10 min; inhibition, % at 10 µM; 1.5% of 200,000 active;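 active means inhibition above about 50% when tested at 10 µM, limit read from the data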
Diaphorase inh – diaphorase inhibition or chemical oxidation counter-screen | diaphorase resazurin-to-resorufin fluorescence, NADH, 16 min; bacterial (C. kluyveri) enzyme, not human | inhibition, % at 20 µM | 0.69% of 190,000 active;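 active means primary screen inhibition at 20 µM above a set limit, cut at about 50% in these data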;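 further: plate controls were DMSO with full reaction for no effect and wells lacking NADH for full effect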
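System: Bacterial diaphorase enzyme (C. kluyveri) | Incubation: 16-min room-temperature incubation before reading | Benchmarks: No-NADH positive control and DMSO neutral control | Measured by: Resorufin fluorescence 544/590 nm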
G6PDH CS – counter-screen for G6PDH assay hits: L. mesenteroides G6PDH inhibition; Purified L. mesenteroides G6PDH, diaphorase/resazurin coupled fluorescence, 45 min; inhibition, % at 5 µM; 0.12% of 200,000 active; AID 1020; in the data active means inhibition above about 50%
* = called active by the depositor; & = joins results of further samples.

The first two records, ahead of the listing:
Below each SMILES: APP 5'UTR act | TLR4 MyD88 comp | STAT1 activator | APP transl inh | FLuc stim CS | Diaph act CS | NF-kB neuron act | FLuc inhib CS | Diaphorase inh | G6PDH CS
#1 CN(C(=O)c1ccc(COc2ccccc2Br)o1)c1ccccc1
  17 | -9 | 94 | -17 | 1 | 1 | 1.1 | -3 | 4 | -5
#2 CCCCN1C(=O)C(O)(CC(=O)c2c(C)coc2C)c2ccccc21 (stereo not drawn)
  1 | -16 | 96 | -2 | 1.1 | 0.9 | 0.83 | -6 | 6 | 2

The listing, from the start:
Below each SMILES: APP 5'UTR act | TLR4 MyD88 comp | STAT1 activator | APP transl inh | FLuc stim CS | Diaph act CS | NF-kB neuron act | FLuc inhib CS | Diaphorase inh | G6PDH CS
#1 CN(C(=O)c1ccc(COc2ccccc2Br)o1)c1ccccc1
  17 | -9 | 94 | -17 | 1 | 1 | 1.1 | -3 | 4 | -5
#2 CCCCN1C(=O)C(O)(CC(=O)c2c(C)coc2C)c2ccccc21 (stereo not drawn)
  1 | -16 | 96 | -2 | 1.1 | 0.9 | 0.83 | -6 | 6 | 2
#3 Cc1ccccc1N(CC(=O)Nc1ccccc1C(=O)NCc1ccco1)S(=O)(=O)c1ccccc1
  0 | -5 | 99 | 0 | 1.1 | 1 | 1.1 | -5 | 2 | 8
#4 CC(C)(C)C(=O)Nc1ccccc1C(=O)Nc1cccnc1
  7 | 1 | 104 | -7 | 1 | 0.9 | 0.9 | -3 | 15 | 5
#5 O=C(O)CCSc1ccc2ccccc2n1
  2&3 | 3&19 | 98&94 | -2&-3 | 1.1&1.1 | 0.9&1 | 1.2&1.1 | -8&-5 | 6&0 | 4&12
#6 COC(=O)c1ccc(C(=O)OC)c(NC(=O)CN2CCN(c3ccccc3)CC2)c1
  -14 | 4 | 107 | 14 | 1 | 1 | 1 | 0 | 4 | -4
#7 COc1ccc(C(OC(=O)c2ccco2)C(=O)NC2CCCCC2)cc1OC (stereo not drawn)
  3 | -5 | 94 | -3 | 1.1 | 1 | 0.87 | -5 | 4 | 6
#8 NC(=O)OCC(COC(N)=O)c1ccccc1
  5 | -8 | 101 | -5 | 1 | 1 | 1 | 2 | 4 | 20
#9 O=C(COC(=O)CNS(=O)(=O)c1ccccc1)Nc1ccc(Cl)cn1
  -1 | -7 | 100 | 1 | 1.1 | 0.9 | 0.98 | -8 | 11 | 1
#10 COc1ccc(C(=O)Cc2ccc3c(c2)OCO3)c(O)c1
  129 | -8 | 147* | -129 | 0.8 | 0.9 | 2.5 | 18 | 14 | 10
#11 O=C1OCC(CO)(CO)N=C1NNc1ccc(Cl)c(Cl)c1
  7 | -6 | 96 | -8 | 1 | 0.7 | 1.5 | -2 | 27 | 10
#12 Cc1ccc(C)c(N(CC(=O)NC2CCCC2)C(=O)CCCC(=O)Nc2ccccn2)c1
  -7 | 7 | 101 | 6 | 1.1 | 0.8 | 1.1 | -14 | 18 | 8
#13 COc1ccc(C2COC(=O)C2=N)c(NC(=O)c2ccc(Cl)cc2)c1 (stereo not drawn)
  3 | -12 | 82 | -3 | 1 | 0.8 | 1.1 | -4 | 18 | 8
#14 CC(C)NS(=O)(=O)c1ccc(CCC(=O)O)cc1
  -1 | -9 | 102 | 1 | 1 | 0.9 | 1.1 | -2 | 8 | -7
#15 COc1ccc(-c2ccc(-c3nnc(-c4ccncc4)o3)cc2)cc1
  -1 | 5 | 99 | 1 | 1 | 1 | 1.3 | -3 | 1 | -4

Quoted from the listing:
entry 15 in APP 5'UTR act reads -1
entry 2 in APP transl inh reads -2
entry 6 in Diaph act CS reads 1
entry 10 in STAT1 activator reads 147*
entry 12 in STAT1 activator reads 101
entry 14 in Diaph act CS reads 0.9

Going on with the list:
Below each SMILES: APP 5'UTR act | TLR4 MyD88 comp | STAT1 activator | APP transl inh | FLuc stim CS | Diaph act CS | NF-kB neuron act | FLuc inhib CS | Diaphorase inh | G6PDH CS
#16 CCOCCNC(=O)c1ccc2c3c(cccc13)CC2
  -9 | -2 | 97 | 9 | 1 | 1.1 | 1.3 | -2 | -6 | 4
#17 COC(=O)c1c(C)nc2c(c(SC)nn2-c2ccccc2)c1N
  -12 | -1 | 104 | 12 | 1 | 0.9 | 1.1 | 2 | 12 | 14
#18 CN1CCN(c2ccccc2NC(=O)c2ccc(OCc3ccccc3)cc2)CC1
  -2 | 1 | 101 | 2 | 1 | 0.9 | 0.51 | -3 | 9 | -35
#19 COc1ccc(CNc2ccc(C)c(C)c2)c(OC)c1OC
  39 | 1 | 89 | -39 | 1 | 1.1 | 1.2 | -3 | -9 | 11
#20 O=c1ccnc(Sc2ncccc2[N+](=O)[O-])[nH]1
  3 | 12 | 96 | -3 | 1 | 0.8 | 0.56 | -5 | 15 | 3
#21 CCC(=O)Nc1cccc(NC(=O)CSc2nnc(C3CC3)n2C)c1
  5 | -1 | 106 | -5 | 1 | 0.8 | 1.1 | -3 | 16 | 16
#22 Cc1ccc(C(=O)N/N=C/c2cc(C)n(-c3ccc(Br)cc3)c2C)cc1[N+](=O)[O-]
  -18 | 8 | 95 | 18 | 1 | 1 | 0.9 | 0 | 1 | 6
#23 COc1ccc(Br)cc1CN(C)CC(=O)Nc1c(Cl)ccc(C)c1Cl
  -3 | 13 | 95 | 3 | 1 | 0.8 | 1.1 | -1 | 21 | -21
#24 Cc1cccc2cc(CN(CCN3CCCC3)C(=O)NC3CCCCC3)c(=O)[nH]c12
  -10 | 10 | 95 | 10 | 1.1 | 0.9 | 0.75 | -8 | 5 | 12
#25 CNC(=O)CN(c1ccc(C23CC4CC(CC(C4)C2)C3)cc1)S(C)(=O)=O
  15 | -8 | 100 | -15 | 1.1 | 0.8 | 1.1 | -6 | 20 | 5
#26 NS(=O)(=O)c1cccc(NC(=O)COC(=O)C2CCCCC2)c1
  3 | -4 | 99 | -3 | 1 | 1 | 1.1 | -2 | 4 | 3
#27 COc1cc(NC(=O)COC(=O)/C=C/c2ccc(Cl)cc2Cl)cc(OC)c1
  -10 | 1 | 104 | 10 | 1 | 1 | 1 | 4 | -5 | -2
#28 CN(CC(=O)Nc1ccc(S(=O)(=O)N2CCCC2)cc1)Cc1c(F)cccc1Cl
  3 | -9 | 87 | -3 | 1.1 | 0.9 | 0.97 | -10 | 9 | 4
#29 N#CCSc1nc2cc(C(=O)N3CCC(C(N)=O)CC3)ccc2c2nc3ccccc3n12
  -9 | 9 | 98 | 9 | 1 | 0.9 | 0.39 | 2 | 8 | -2
#30 CCNC(=O)c1ccccc1NC(=O)c1cccc(S(=O)(=O)N2CCC(C)CC2)c1
  3 | -5 | 93 | -3 | 1.1 | 0.8 | 0.83 | -10 | 17 | 4
#31 Cc1csc2nc(CCNS(=O)(=O)c3cccs3)cn12
  35 | 0 | 127 | -35 | 1 | 0.9 | 1.9 | -3 | 12 | 1
#32 COc1cc(/C=C/C(=O)Nc2ccncc2)cc(OC)c1OC
  11 | -20 | 99 | -10 | 1 | 1 | 0.69 | -3 | 1 | 6
#33 Cc1ccc2nc(NC(=O)CCn3cccc3)sc2c1
  2 | -9 | 152* | -2 | 1 | 0.9 | 0.84 | 4 | 7 | -1
#34 CCCC(C)C(=O)OCC(=O)Nc1ccc(Br)cc1 (stereo not drawn)
  -16 | -6 | 97 | 16 | 1 | 0.8 | 0.92 | -4 | 17 | -2
#35 CN=CC1=C(O)CC(C)(C)CC1=O
  -11 | -12 | 100 | 11 | 1 | 0.8 | 0.95 | -4 | 18 | 14
#36 COc1ccc(NC(=O)C2CCCN(S(=O)(=O)c3cnc[nH]3)C2)cc1 (stereo not drawn)
  -5 | -5 | 101 | 6 | 1 | 0.8 | 0.99 | -2 | 16 | 11
#37 CCCC1=C(C(=O)OCC)C(c2ccccc2OC)NC(=O)N1 (stereo not drawn)
  -8 | -7 | 90 | 8 | 1.1 | 0.9 | 1.2 | -6 | 12 | -2
#38 Cn1c(=O)oc2cc(S(=O)(=O)Nc3ccc(Cl)cc3F)ccc21
  -13 | -9 | 94 | 13 | 1.1 | 1 | 0.99 | -5 | 2 | 7
#39 O=C(Nc1nc2c(s1)CCCC2)c1cccnc1
  125 | 14 | 139* | -125 | 0.6 | 1 | 4* | 35 | 1 | -1
#40 O=C(CCS(=O)(=O)c1ccccc1)N1CCOCC1
  19 | -1 | 125 | -19 | 1 | 1 | 1.9 | -4 | 3 | 3
#41 CC(=O)c1ccc(NC(=O)COC(=O)c2nc(Cl)ccc2Cl)cc1
  -15 | -5 | 101 | 15 | 1 | 0.9 | 0.78 | -2 | 6 | 5
#42 Cc1ccc(N2C(=O)[C@@H]3[C@H](C2=O)C2CCCN2[C@@H]3C(=O)c2ccccc2)cc1 (stereo partly drawn)
  12 | 7 | 88 | -12 | 1.1 | 1 | 1.3 | -6 | -1 | 3
#43 COC(=O)c1sccc1NC(=O)NC1CCCCC1
  29 | -4 | 108 | -29 | 1 | 0.9 | 2 | -3 | 7 | 10
#44 N#Cc1ccccc1NC(=O)COC(=O)/C=C/c1cn(-c2ccccc2)nc1-c1ccc(Cl)cc1
  -13 | 9 | 98 | 13 | 1 | 1.1 | 1 | -4 | -6 | 5
#45 Cc1cccc(NC(=O)Nc2cccc(C)n2)n1
  18 | -5 | 111 | -18 | 0.9 | 0.9 | 1.5 | 6 | 12 | 4

An excerpt from above in order of their number in STAT1 activator, high to low.
#	compound	APP 5'UTR act	TLR4 MyD88 comp	STAT1 activator	APP transl inh	NF-kB neuron act
10	COc1ccc(C(=O)Cc2ccc3c(c2)OCO3)c(O)c1	129	-8	147*	-129	2.5
4	CC(C)(C)C(=O)Nc1ccccc1C(=O)Nc1cccnc1	7	1	104	-7	0.9
8	NC(=O)OCC(COC(N)=O)c1ccccc1	5	-8	101	-5	1
44	N#Cc1ccccc1NC(=O)COC(=O)/C=C/c1cn(-c2ccccc2)nc1-c1ccc(Cl)cc1	-13	9	98	13	1
7	COc1ccc(C(OC(=O)c2ccco2)C(=O)NC2CCCCC2)cc1OC (stereo not drawn)	3	-5	94	-3	0.87

More structures.
cpd	smiles	APP 5'UTR act	TLR4 MyD88 comp	STAT1 activator	APP transl inh	FLuc stim CS	Diaph act CS	NF-kB neuron act	FLuc inhib CS	Diaphorase inh	G6PDH CS
46	Cc1ccc(CC23CN4CCN(CC(C4)C2O)C3)c(C)c1 (stereo not drawn)	-3	-18	97	3	1	0.9	1.1	-4	8	22
47	O=C(C1CN(S(=O)(=O)c2ccccc2)CCN1S(=O)(=O)c1ccccc1)N1CCCCCC1 (stereo not drawn)	15	7	99	-15	1	1	1.3	-4	0	4
48	CC1=C(C(N)=O)C(c2ccccc2)n2nc(-c3ccncc3)nc2N1 (stereo not drawn)	0	3	98	0	1.1	0.9	1.1	-8	8	3
49	O=C(Cc1c[nH]c2ccccc12)OCC(=O)c1ccccc1	-16	-2	103	16	1	0.8	1.3	-3	15	4

Outcome played no part in choosing rows. Share with any hit: about 5.6%.
